High-throughput results from PubChem.
Pol III holo inh – inhibitors of bacterial DNA polymerase III holoenzyme. reconstituted DNA polymerase III holoenzyme replication, biochemical. Potency, µM (highest dose often 57.1 µM), without a hit: at the top dose activity change, negative = inhibition. hit rate 0.25% among 71,000. AID 603; further: potency means the concentration at half of the fitted maximal effect; on the % scale 0 is the no-effect control and ±100 the full control effect
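Reconstituted *E. coli* holoenzyme (0.35 nM Pol III, 1 nM beta, 154 nM SSB, 2 nM primase) was preincubated with compound for 15 min at RT. Synthesis on 1.4 nM ssM13Gori ran 35 min, then was stopped with PicoGreen/EDTA and read as dsDNA fluorescence.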
Ub-GFP proteasome – inhibits proteasome, raising ubiquitin-GFP reporter fluorescence | Ubiquitin-GFP reporter cells, proteasome inhibition, GFP fluorescence; response scale: untreated = 0%, 10 µM MG-132 = 100% | Potency, µM (top dose mostly 45.9 µM), without a hit: top-dose activation (GFP accumulation), hits mostly activators | 67,000 tested, under 10 active | AID 526; active means well fitted activation curve with a large enough effect, not every such curve was filed as active; inconclusive means small, poorly fitted or top-dose-only effect, or another doubt; inactive means no such curve, though single readings can be large or run the other way; further: potency means the concentration at half of the fitted maximal effect
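Proteasome block read as GFP accumulation: ubiquitin(G76V)-GFP U2OS cells exposed to compound (2.9 nM–46 uM) for 4 hr at 37 C. Normalization used untreated cells as 0% and 10 uM MG-132 as 100%; concentration-response curves fitted.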
Hsp90 Hop PPI – changes Hsp90-Hop TPR2A binding signal, up or down; AlphaScreen TPR2A-His6 binding biotin-Hsp90 C-terminal peptide; Potency, µM (top dose mostly 57 µM), for inactives: top-dose activity change, negative = inhibition; hit rate 0.44% among 71,000; AID 595; active means well fitted curve in either direction with a large enough effect; inconclusive means small, poorly fitted or top-dose-only effect, or another doubt; further: potency means the concentration at half of the fitted maximal effect; on the % scale 0 is the no-effect control and ±100 the full control effect; many of its hits are not listed in these tables
BRCT inh red – inhibitors of human BRCA1 BRCT-phosphoprotein interaction (red fluorophore) | AID 892 | BRCT-phosphopeptide binding, red fluorescence polarization | Potency, µM (series often up to 76.9 µM), without a hit: at the highest dose activity change, negative = inhibition, usual class: inhibitors | hit rate 0.03% among 75,000 | P38398; further: on the % scale 0 is the no-effect control and ±100 the full control effect
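Rhodamine-labelled pBACH1 10-mer (100 nM) bound to BRCT domain (100 nM) at pH 7.3; compounds incubated 12 min room temperature, polarization read. Free peptide defines full inhibition; unlabelled decapeptide titrated as control.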
USP2a inhib – inhibitors of human ubiquitin-specific protease USP2a; Potency, µM (highest dose often 38.3 µM), for the others: at the highest dose activity change, negative = inhibition, actives largely listed as inhibitors; O75604; hit rate 0.1% among 60,000; AID 927; USP2a enzymatic assay, qHTS inhibition;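 further: potency means the concentration at half of the fitted maximal effect; nearly all actives have a fitted effect of over 60% in size; plate controls were DMSO for no effect and NEM full inhibition control for full effect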
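20 nM USP2 core + cpd, 30 min RT; add 20 nM Ub-PLA2/20 uM NBD C6-HPC; read Ex460/Em535 at 0 h and 2.5 h. Normalized to NEM; qHTS curve fit/classification.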
BRCT PPI green – BRCA1 BRCT-phosphoprotein interaction inhibition. BRCA1 BRCT-phosphopeptide binding, green fluorescence polarization. P38398. hit rate 0.05% among 75,000. AID 875. Potency, µM (doses to about 76.9 µM), for inactives: top-dose activity change, negative = inhibition, most hits filed as inhibitors;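 further: potency means the concentration at half of the fitted maximal effect; plate controls were peptide without protein for full effect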
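Compounds were incubated for 12 min at room temperature with a complex of 100 nM fluorescein-tagged pBACH1 decapeptide and 250 nM His-tagged BRCT protein. Buffer was phosphate pH 7.3 with EDTA, DTT and Tween 20. Disruption of binding lowers the polarization signal.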
HBB splicing – alters splicing of the hemoglobin beta chain. AID 925. hit rate 0.06% among 65,000. HBB splicing reporter cell assay, activation; EGFP reporter with mutant IVS2-654 intron; response scale: normalised to 500 nM splice-correcting PNA. Potency, µM (titrated, usually from 46.1 µM), inactives show at the top dose activation, usual class: activators; further: potency means the concentration at half of the fitted maximal effect; 0% is about no effect
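HeLa cells stably expressing EGFP interrupted by mutant beta-globin intron 2 (IVS2-654), 500/well in 2% FCS. Treated with compound for 2 days at 37C. Splicing correction scored as total well GFP intensity (488 nm excitation, 500-520 nm emission); 500 nM antisense PNA served as control.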
CRE-bla Fsk – CRE-bla signaling modulation under forskolin stimulation; hit rate 2.5% among 71,000; AID 662; Potency, µM (titrated, usually from 38.2 µM), inactives show at the highest dose activity change, negative = inhibition, hits mostly activators; CHO CRE-bla reporter (cAMP response element driving beta-lactamase), forskolin EC10, beta-lactamase ratio; active means well fitted activation curve with a large enough effect in the signal ratio, with a control signal flat, not every such curve was filed as active; inconclusive means small, poorly fitted or top-dose-only effect, or effect the other way, or a change in a side signal; the % refers to the signal ratio; further: potency means the concentration at half of the fitted maximal effect; % of control where 0% means no effect
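CRE-bla CHO cells stimulated with EC10 NKH 477 (water-soluble forskolin) and compound titrations, 3 h at 37C; beta-lactamase read with CCF4 after 2 h at room temperature. Activity from 460/530 nm emission ratio, AC50 values for positive or negative modulation.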
GFP derepression – derepresses silenced GFP locus in mouse C127i cells. Potency, µM (highest dose often 46.1 µM), for the others: at the highest dose GFP derepression (activation). mouse C127i GFP locus derepression, cytometry, 30 h. hit rate 0.09% among 68,000; further: % of control where 0% means no effect
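Murine C127i mammary cells carrying a silenced, stably integrated CMV-driven GFP reporter were treated with compound for 30 hours at 37 C. After PBS washes, GFP-positive cells were counted by laser-scanning microplate cytometry.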
HADH2 inh – HADH2 (human) dehydrogenase inhibition | AID 886 | Potency, µM (series often up to 57.1 µM), for the others: at the highest dose activity change, negative = inhibition, hits mostly inhibitors | recombinant HADH2, NADH fluorescence, beta-hydroxybutyryl-CoA | hit rate 3.4% among 73,000; further: potency means the concentration at half of the fitted maximal effect; on the % scale 0 is the no-effect control and ±100 the full control effect; nearly all actives have a fitted effect of over 60% in size; many of its hits are not listed in these tables
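E. coli-expressed His-tagged HADH2 tested at 20 nM in alkaline Tris buffer (pH 9.0); oxidation of 90 uM beta-hydroxybutyryl-CoA with 1 mM NAD+ tracked fluorimetrically for 4 min.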
15-hLO inh – inhibitors of human 15-lipoxygenase (ALOX15). AID 887. Potency, µM (series often up to 57.1 µM), inactives show at the top dose activity change, negative = inhibition, actives largely listed as inhibitors. hit rate 1.4% among 74,000. purified 15hLO-1, xylenol orange hydroperoxide absorbance; further: potency means the concentration at half of the fitted maximal effect; on the % scale 0 is the no-effect control and ±100 the full control effect; nearly all actives have a fitted effect of over 55% in size
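Purified human 15hLO-1 (40 nM final) in 25 mM Hepes pH 7.5, 0.01% Triton X-100 was preincubated with compound 15 min at room temperature, then reacted 6 min with 50 uM arachidonic acid; hydroperoxide detected by Fe-XO, 573/405 nm absorbance ratio.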
Active calls of the source: *; [ ] = dose if it differs, or a comment. Unless noted, the call rests on the fitted dose curve; in most records, active means well fitted curve in the direction sought with a large enough effect; inconclusive means small, poorly fitted or top-dose-only effect, or another doubt; inactive means no such curve, though single readings can be large; an effect the other way counts as inactive or inconclusive.

What do the screens show for `CC(=O)NC(C)C(=O)OCC(=O)c1ccc(Cl)s1` (configuration not stated)?
Pol III holo inh: -4%; Ub-GFP proteasome: 5%; Hsp90 Hop PPI: -4%; BRCT inh red: 1.3%; USP2a inhib: 20%; BRCT PPI green: -0.4%; HBB splicing: -4.1%; CRE-bla Fsk: -6%; GFP derepression: 0%; HADH2 inh: -12%; 15-hLO inh: 2%

How did CCN1CCN(S(=O)(=O)c2ccc3[nH]c(=O)oc3c2)CC1 do in these assays?
Pol III holo inh: 3%; Ub-GFP proteasome: 17%; Hsp90 Hop PPI: -2%; BRCT inh red: 0.7%; BRCT PPI green: -0.3%; HBB splicing: -0.1%; CRE-bla Fsk: -6%; HADH2 inh: 7%; 15-hLO inh: 4%

What do the screens show for `CCN(CC)S(=O)(=O)c1ccc2oc(SCc3ccc(F)cc3)nc2c1`?
Pol III holo inh: -2%; Ub-GFP proteasome: 4%; Hsp90 Hop PPI: inconclusive; BRCT inh red: -1.9%; USP2a inhib: -8%; BRCT PPI green: -1.3%; HBB splicing: -0.1%[57.5 µM]; CRE-bla Fsk: 0%; GFP derepression: -1%; HADH2 inh: -1%; 15-hLO inh: -3%

Results for COCCN1C(=O)C(O)=C(C(=O)c2ccco2)C1c1cccc(Oc2ccccc2)c1 (configuration not stated) ?
Pol III holo inh: -1%[11.4 µM]; Ub-GFP proteasome: 12%[9.17 µM]; Hsp90 Hop PPI: -2%[11 µM]; BRCT inh red: -1.1%; USP2a inhib: 39%[activator][7.66 µM]; BRCT PPI green: -0.1%; HBB splicing: 0.8%[0.0738 µM]; CRE-bla Fsk: inconclusive; GFP derepression: -2%; HADH2 inh: -7%[11.4 µM]; 15-hLO inh: 11%[11.4 µM]

What do the screens show for `O=C(c1ccc2snnc2c1)N1CCOCC1`?
Pol III holo inh: -6%; Ub-GFP proteasome: -4%; Hsp90 Hop PPI: 1%; BRCT inh red: 0.8%; USP2a inhib: -7%; BRCT PPI green: -0.9%; HBB splicing: 0.5%[9.22 µM]; CRE-bla Fsk: 2%; GFP derepression: -2%; HADH2 inh: -4%; 15-hLO inh: -5%

How did CCN(CC)C(=O)c1ccc(C)c(Br)c1 do in these assays?
Pol III holo inh: -1%; Ub-GFP proteasome: -1%; Hsp90 Hop PPI: -3%; BRCT inh red: -0.4%; USP2a inhib: 0%; BRCT PPI green: 0.3%; HBB splicing: 0.8%; CRE-bla Fsk: -3%; GFP derepression: -3%; HADH2 inh: 8%; 15-hLO inh: -16%

Results for COc1ccc(OC)c(S(=O)(=O)N(C)CC(=O)N2CCN(c3ccccc3)CC2)c1 ?
Pol III holo inh: 3%; Ub-GFP proteasome: -7%; Hsp90 Hop PPI: -8%; BRCT inh red: 1.4%; USP2a inhib: 17%; BRCT PPI green: -1.3%; HBB splicing: 2.6%; CRE-bla Fsk: -20%; GFP derepression: 0%; HADH2 inh: -6%; 15-hLO inh: -7%

How did O=C(O)c1c(Br)c(Br)c(Br)c(Br)c1C1c2ccc(O)cc2Oc2cc(O)ccc21 do in these assays?
Pol III holo inh: 0.025µM*; Ub-GFP proteasome: 6%[9.17 µM]; Hsp90 Hop PPI: inconclusive; BRCT inh red: inconclusive; BRCT PPI green: inconclusive; HBB splicing: inconclusive; CRE-bla Fsk: 4%[7.6 µM]; GFP derepression: -3%[9.22 µM]; HADH2 inh: 1.6µM*; 15-hLO inh: inconclusive

How did c1ccc2[nH]c(N3CCOCC3)nc2c1 do in these assays?
Pol III holo inh: -2%; Ub-GFP proteasome: 3%; Hsp90 Hop PPI: 0%; BRCT inh red: -0.3%; USP2a inhib: -1%; BRCT PPI green: -2.1%; HBB splicing: 0.2%[57.5 µM]; CRE-bla Fsk: 3%; GFP derepression: -2%; HADH2 inh: 3%; 15-hLO inh: 2%

Results for CC(=O)OC1COC(n2ccc3ccccc32)C(OC(C)=O)C1OC(C)=O (configuration not stated) ?
Pol III holo inh: 0%; Ub-GFP proteasome: -2%; Hsp90 Hop PPI: -3%; BRCT inh red: -3.0%; BRCT PPI green: -2.0%; HBB splicing: -0.8%[57.5 µM]; CRE-bla Fsk: -6%; GFP derepression: 0%; HADH2 inh: 6%; 15-hLO inh: 2%

What do the screens show for `CCCn1c(-c2ccc(F)cc2)cnc1SCC(=O)O`?
Pol III holo inh: -4%; Ub-GFP proteasome: 7%; Hsp90 Hop PPI: -6%; BRCT inh red: -1.1%; USP2a inhib: -4%; BRCT PPI green: 1.3%; CRE-bla Fsk: -2%; GFP derepression: 4%; HADH2 inh: -14%; 15-hLO inh: 8%

How did Cc1n[nH]c(=O)nc1NCc1ccccc1 do in these assays?
Pol III holo inh: 4%; Ub-GFP proteasome: -5%; Hsp90 Hop PPI: -1%; BRCT inh red: 0.5%; USP2a inhib: -3%; BRCT PPI green: -2.0%; HBB splicing: -3.3%; CRE-bla Fsk: -3%; GFP derepression: 0%; HADH2 inh: 5%; 15-hLO inh: 0%

Results for CS(=O)(=O)N(CC(N)=O)c1ccc(F)c(Cl)c1 ?
Pol III holo inh: -9%; Ub-GFP proteasome: -2%; Hsp90 Hop PPI: -8%; BRCT inh red: -1.2%; USP2a inhib: 4%; BRCT PPI green: -1.3%; HBB splicing: -0.1%; CRE-bla Fsk: inconclusive; GFP derepression: 0%; HADH2 inh: 2%; 15-hLO inh: -9%

Results for COc1ccc(NCc2nnc(SCC(=O)N3CCCc4ccccc43)n2C)cc1 ?
Pol III holo inh: -3%; Ub-GFP proteasome: 6%; Hsp90 Hop PPI: -12%; BRCT inh red: -2.5%; USP2a inhib: 2%; BRCT PPI green: -2.2%; HBB splicing: 0.4%; CRE-bla Fsk: -10%; GFP derepression: 0%; HADH2 inh: 4%; 15-hLO inh: -11%

Results for COc1ccc(NS(=O)(=O)c2ccc(NC(C)=O)cc2)cc1OC ?
Pol III holo inh: -4%; Ub-GFP proteasome: -7%; Hsp90 Hop PPI: -3%; BRCT inh red: -1.3%; USP2a inhib: 8%; BRCT PPI green: 0.1%; HBB splicing: -1.8%; CRE-bla Fsk: 7%; GFP derepression: 2%; HADH2 inh: 3%; 15-hLO inh: inconclusive

What do the screens show for `O=C(Cc1cccs1)Nc1nnc(CCc2ccccc2)s1`?
Pol III holo inh: 0%; Ub-GFP proteasome: 4%; Hsp90 Hop PPI: 1%; BRCT inh red: -2.2%; USP2a inhib: 14%; BRCT PPI green: -1.9%; HBB splicing: -0.4%; CRE-bla Fsk: 4%; GFP derepression: 0%; HADH2 inh: -1%; 15-hLO inh: -7%

How did CC(=O)NC1CC(C)(C)N(OC(C)=O)C(C)(C)C1 do in these assays?
Pol III holo inh: 7%; Ub-GFP proteasome: 11%; Hsp90 Hop PPI: -3%; BRCT inh red: 0.4%; USP2a inhib: -8%; BRCT PPI green: -1.2%; HBB splicing: -2.6%; CRE-bla Fsk: -7%; GFP derepression: 10%; HADH2 inh: -2%; 15-hLO inh: 6%

How did C/C(=N/Nc1ccc2ccccc2n1)c1ccccc1O do in these assays?
Pol III holo inh: 9%[11.4 µM]; Ub-GFP proteasome: -4%[9.17 µM]; Hsp90 Hop PPI: -4%[11 µM]; BRCT inh red: -0.3%[15.4 µM]; BRCT PPI green: -1.6%[15.4 µM]; HBB splicing: 2.6%[9.22 µM]; CRE-bla Fsk: -9%[7.6 µM]; GFP derepression: 2%[9.22 µM]; HADH2 inh: -3%[11.4 µM]; 15-hLO inh: 13%[11.4 µM]

Results for C#CCNc1nc(C)nc2c1nnn2Cc1ccccc1F ?
Pol III holo inh: 1%; Ub-GFP proteasome: 4%; Hsp90 Hop PPI: 1%; BRCT inh red: 0.2%; USP2a inhib: 0%; BRCT PPI green: -0.2%; CRE-bla Fsk: inconclusive; GFP derepression: 0%; HADH2 inh: 1%; 15-hLO inh: -4%

How did COc1cc(C(C)=O)ccc1OCC(O)CN1CCN(S(=O)(=O)c2ccccc2)CC1 (configuration not stated) do in these assays?
Pol III holo inh: 0%; Ub-GFP proteasome: -12%; Hsp90 Hop PPI: -1%; BRCT inh red: -1.1%; USP2a inhib: 15%; BRCT PPI green: 0.0%; HBB splicing: 1.2%; CRE-bla Fsk: 3%; GFP derepression: 4%; HADH2 inh: 14%; 15-hLO inh: -4%

A portion of the library (hit frequency here may not be typical).
